Assay outcomes: PubChem BioAssay, several laboratories
ADAM17 inh: ADAM17 inhibitors, primary screen, biochemical, QFRET | inhibition, % at 6.95 µM | actives 0.83% (n = 370,000) | AID 720648, 2013 | recombinant ADAM17, EDANS/DABCYL FRET peptide cleavage;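 active = inhibition above the mean of compounds lying between control limits plus 3 SD, set per campaign, cut at about 8.5% in these data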;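 also: 0% = DMSO-only wells as the low control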
NPR1 activator: GC-A stimulated cGMP production enhancers – HEK293 GC-A cells, cGMP TR-FRET, EC30 ANP, primary screen; Atrial natriuretic peptide receptor 1 (Homo sapiens), P16066; 0% at EC30 ANP, 100% saturating ANP; activation, % at 10 µM; actives 0.14% (n = 370,000); AID 1671463, 2021; in the data active = activation above about 40%
Target sequence (P16066 whole entry, looked up): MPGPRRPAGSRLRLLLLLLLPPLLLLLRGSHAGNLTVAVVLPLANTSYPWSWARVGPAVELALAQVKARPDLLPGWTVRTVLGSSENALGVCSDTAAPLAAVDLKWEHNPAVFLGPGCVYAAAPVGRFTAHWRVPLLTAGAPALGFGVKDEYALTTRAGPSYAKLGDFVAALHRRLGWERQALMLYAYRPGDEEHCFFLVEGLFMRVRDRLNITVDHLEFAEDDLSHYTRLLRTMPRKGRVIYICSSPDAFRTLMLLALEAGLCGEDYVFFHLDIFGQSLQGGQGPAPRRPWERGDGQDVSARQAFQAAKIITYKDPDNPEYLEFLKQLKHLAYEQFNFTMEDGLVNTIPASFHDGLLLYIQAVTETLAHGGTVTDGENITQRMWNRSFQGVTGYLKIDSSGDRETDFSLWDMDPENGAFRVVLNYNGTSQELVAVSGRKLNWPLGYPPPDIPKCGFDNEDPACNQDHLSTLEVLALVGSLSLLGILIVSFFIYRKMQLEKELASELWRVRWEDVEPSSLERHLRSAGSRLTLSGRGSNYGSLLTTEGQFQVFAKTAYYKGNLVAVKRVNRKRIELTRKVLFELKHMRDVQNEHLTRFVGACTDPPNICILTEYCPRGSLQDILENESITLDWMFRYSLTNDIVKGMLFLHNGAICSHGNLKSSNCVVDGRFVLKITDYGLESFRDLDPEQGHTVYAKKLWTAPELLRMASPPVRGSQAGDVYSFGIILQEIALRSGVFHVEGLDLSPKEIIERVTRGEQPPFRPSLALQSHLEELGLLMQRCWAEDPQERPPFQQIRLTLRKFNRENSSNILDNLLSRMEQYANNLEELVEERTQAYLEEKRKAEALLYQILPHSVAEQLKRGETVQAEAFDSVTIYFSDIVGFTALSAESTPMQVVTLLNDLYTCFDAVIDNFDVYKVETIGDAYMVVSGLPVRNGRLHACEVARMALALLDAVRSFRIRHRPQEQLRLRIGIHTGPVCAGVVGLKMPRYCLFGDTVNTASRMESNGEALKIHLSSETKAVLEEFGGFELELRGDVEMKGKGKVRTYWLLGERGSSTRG
PG9 binder: binders of HIV-1 gp120 antibody PG9, primary screen, biochemical, TR-FRET. TR-FRET gp120-PG9 antibody binding. inhibition, % at 6.7 µM. actives 0.43% (n = 360,000). AID 624416, 2012; in the data active = inhibition above about 8.5%
DAX1 inh-1: DAX1 (NR0B1) inhibitors, primary screen, cell-based, HEK293, Gal4-DAX1, luciferase luminescence. AID 504766, 2011. HEK293 Gal4-DAX1 luciferase reporter. actives 0.99% (n = 340,000). inhibition, % at 6.75 µM. Nuclear receptor subfamily 0 group B member 1 (Homo sapiens), P51843;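 active = inhibition above the mean over all tested compounds plus 3 SD, cut at about 4.2% in these data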;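 also: 0% = DAX1-transfected cells with DMSO and 100% = empty-vector control cells with DMSO; inhibition shows as a rise in luminescence from relieved DAX1 repression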
hcDAF12 agonist: H. contortus DAF-12 nuclear receptor activators, primary screen, cell-based, luminescence, HEK293, lit1-tk-luc reporter; HEK293 hcDAF-12 lit1-tk-luc reporter; 0% DMSO, 100% Δ7-dafachronic acid; activation, % at 6.8 µM; actives 1.4% (n = 370,000);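 active = activation above the mean of all tested compounds plus 3 SD, cut at about 5.5% in these data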;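 also: 100% = response to 3 µM Δ7-dafachronic acid high control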
ADAM10 inh: human ADAM10 inhibitors, primary screen, biochemical, QFRET, HTS; inhibition, % at 7 µM; recombinant ADAM10, EDANS/DABCYL FRET peptide cleavage, 3 h; AID 720582, 2013; Disintegrin and metalloproteinase domain-containing protein 10 (Homo sapiens), O14672; actives 0.62% (n = 370,000);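 active = inhibition above a per-campaign cutoff equal to the mean of compounds falling between control-based bounds plus 3 SD, cut at about 20% in these data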;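 also: 0% = DMSO wells while the 100% control is not disclosed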
DAX1 inh-2: DAX1 (NR0B1) inhibitors on StAR promoter, primary screen, cell-based, luminescence, SF-1 (NR5A1), full-length DAX-1 | actives 1.1% (n = 370,000) | AID 652010, 2013 | inhibition, % at 6.8 µM | HEK293T StAR-luciferase reporter, SF-1/DAX-1 repression relief;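 active = inhibition above the mean over all tested compounds plus 3 SD, cut at about 3.6% in these data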;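 also: 0% = DAX-1 cells with DMSO and 100% = cells lacking DAX-1 with DMSO; higher inhibition means more luminescence from relief of DAX-1 repression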
ssDAF12 agonist: S. stercoralis DAF-12 nuclear receptor activators, primary screen, cell-based, luminescence, HEK293, GRIP1 co-expression, lit1-tk-luc; HEK293 ssDAF-12/GRIP1 lit1-tk-luc reporter; % of 3 µM dafachronic acid response; activation, % at 6.8 µM; Nuclear hormone receptor DAF-12 (Strongyloides stercoralis); actives 1% (n = 370,000);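 active = activation above the mean over all tested compounds plus 3 SD, cut at about 0.9% in these data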;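 also: 0% = DMSO-only wells and 100% = 3 µM delta7-dafachronic acid wells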
GAA850 FXN act: FXN promoter activators, primary screen, cell-based, luciferase luminescence, HEK293 lucGAA850; HEK293 lucGAA850 FXN promoter luciferase reporter, 24 h; percent of 10 µM SAHA response; activation, % at 6 µM; actives 0.56% (n = 360,000); AID 540364, 2011;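 active = activation above the average of all compounds screened plus 3 SD, cutoff fixed separately per campaign, cut at about 7.5% in these data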;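 also: 0% = DMSO wells and 100% = 10 µM SAHA wells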
hgDAF-12 ag: H. glycines DAF-12 receptor agonists, primary screen, cell-based, luminescence, HEK293, GAL4 fusion, UAS-luciferase; actives 1.8% (n = 370,000); HEK293 GAL4-hgDAF12 UAS-luciferase reporter, agonist luminescence; normalized to butyrate control; AID 687014, 2013; activation, % at 6.8 µM;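 active = activation above a cutoff set at the mean of all screened compounds plus 3 SD, cut at about 10% in these data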;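 also: 0% = DMSO wells and 100% = sodium butyrate wells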
SMARCA2 act: SMARCA2 (BRM) function activators, primary screen, cell-based, luminescence, high throughput | MG213 cells, MMTV-luciferase reporter, dexamethasone, overnight | activation, % at 9.1 µM | actives 1% (n = 370,000) | AID 652017, 2013; in the data active = activation above about 7.8%;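 also: 0% = vehicle wells and 100% = reference activator wells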
Active calls of the source: *; i = inactive; . = no result given.

The line under a structure holds: ADAM17 inh, NPR1 activator, PG9 binder, DAX1 inh-1, hcDAF12 agonist, ADAM10 inh, DAX1 inh-2, ssDAF12 agonist, GAA850 FXN act, hgDAF-12 ag, SMARCA2 act
(1) CC(C)(NC(=O)NC(CO)c1ccccc1)c1cccc(C(C)(C)NC(=O)NC(CO)c2ccccc2)c1 (stereo not given)
 : -3, 4, 0.8, 0.4, -1.4, 0, 0.3, -1.4, -11, 0.6, 1
(2) O=C(Nc1cccc(S(=O)(=O)N2CCCCC2)c1)C1CCN(C(=O)c2ccc(Cl)cc2)CC1
 : 0, -5, -0.9, -1.8, -2.0, -8, -3.4, -1.4, -0.2, -2.4, -7
(3) O=C(OCc1cn([C@H]2C[C@H](c3ccc(Cl)cc3)N(Cc3cccs3)C[C@@H]2O)nn1)c1ccccc1
 : 1, 0, 0.6, 0.3, 0.2, -3, 1.5, -0.6, 1.0, -3.2, -3
(4) Cc1ccc2[nH]c(C(=O)N/N=C/c3ccccc3C(=O)O)c(-c3ccccc3)c2c1
 : -5, 1, -1.1, 0.1, 0.8, -2, 0.2, -1.2, 2.2, 2.2, -1
(5) O=C(NCCCCc1ccccc1)C1CC(c2cc(C(F)(F)F)cc(C(F)(F)F)c2)=NO1 (stereo not given)
 : 0, -1, -0.9, 0.0, -1.8, 2, 0.2, -1.1, -0.1, 1.3, 0
(6) COc1ccccc1OCC(=O)OCc1cc(-c2ccco2)on1
 : -1, -4, -0.8, 0.0, -2.1, -9, 0.7, -0.8, -0.1, 6.2, 2
(7) CCc1nnc2n1N=C(c1ccc([N+](=O)[O-])cc1)CS2
 : 1, 0, -1.0, 0.7, -1.8, 4, 0.0, -1.6, 0.4, -2.1, -5
(8) CC(=O)N1CCN(C(C(=O)Nc2c(C)cccc2C)c2cccc(F)c2)CC1 (stereo not given)
 : -5, -2, 0.1, ., -0.9, -14, -0.7, -0.9, ., 0.5, 2
(9) COC(=O)C1CN(C(=O)c2ccc(OC(F)F)cc2)c2ccccc2O1 (stereo not given)
 : 2, -4, -0.9, 4.3*, -0.3, -12, 0.2, -0.6, -2.0, -0.2, -4
(10) O=C(Nc1nnc(-c2ccncc2)o1)c1cccc(N2C(=O)CCC2=O)c1
 : -6, 2, 1.1, -0.8, -0.4, 3, -0.6, -1.2, 3.0, -0.6, -1
(11) Cc1cc(C(F)(F)F)n(-c2nc(C(=O)NN)cs2)n1
 : 3, 2, 1.4, -0.6, -1.0, 3, 0.9, 0.2, -1.2, -1.1, -6
(12) O=C(CN(c1ccc(F)cc1)S(=O)(=O)c1ccc2c(c1)OCCO2)NCC1CCCO1 (stereo not given)
 : -3, 5, 0.9, 0.8, -0.2, -5, -0.2, -0.9, -1.9, 10, -3
(13) Cc1cc(NC(=O)CSc2nc3ccc(Cl)cc3[nH]2)no1
 : -4, -1, -1.1, -0.2, 0.1, -2, 0.0, -0.9, -4.4, 0.6, -1
(14) CC1CCc2c(sc(NC(=O)c3nc4ncccn4n3)c2C#N)C1 (stereo not given)
 : -2, 3, -1.5, 4.4*, -2.4, 0, -0.1, -1.3, 2.9, 3.7, -1
(15) CNc1ccc(-c2cc(OC)ccc2OC)cn1
 : -165, 3, -0.9, ., 1.1, i, -1.1, -0.6, 0.0, 1.8, 3

The list continues.
The line under a structure holds: ADAM17 inh, NPR1 activator, PG9 binder, DAX1 inh-1, hcDAF12 agonist, ADAM10 inh, DAX1 inh-2, ssDAF12 agonist, GAA850 FXN act, hgDAF-12 ag, SMARCA2 act
(16) CCc1nc(SCC(=O)Nc2ccc3c(c2)OCCO3)c2oc3ccccc3c2n1
 : 0, 11, 50*, 0.8, 0.6, 6, 0.0, -0.5, 1.5, -1.2, 1
(17) CCc1ccc2nc(N=C(N)N)nc(C)c2c1
 : -9, 11, 0.6, -1.2, -2.6, -22, -0.1, -1.9, -1.2, 2.1, 7
(18) Cc1cc(C)c(-n2c(O)c(C=NCCN3CCOCC3)c(=O)[nH]c2=O)c(C)c1
 : -4, 5, -1.5, 1.1, 1.6, -5, -0.4, -0.9, -2.1, -1.1, 0
(19) CCCCCCCCCS(=O)(=O)Nc1cc(C)ccn1
 : -6, 4, -1.6, 0.6, -0.3, -18, 0.2, -0.9, 3.4, -1.9, 0
(20) CCCn1c2ccc(F)cc2c2nnc(SCCN3CCOCC3)nc21
 : -2, 14, -2.5, -1.3, -2.2, 0, -0.3, -1.3, 4.3, -2.3, 0
(21) Clc1cncc(Cl)c1NNc1c2ccccc2nc2ccccc12
 : -388, -6, -2.0, -0.4, -1.3, i, -0.5, -1.1, 2.4, 0.4, -2
(22) CCOC(=O)c1ccc(NC(=S)N(CCN2CCCCCC2)Cc2cccs2)cc1
 : -1, -1, -1.5, -0.1, -0.5, 2, -0.2, -1.2, 0.1, -0.9, -1
(23) CCCNC(=O)c1cc(C2CCCCN2C(=O)c2cc(F)ccc2C)on1 (stereo not given)
 : -6, 2, -2.1, ., -0.1, -11, -0.1, -2.1, 0.1, 0.2, -4
(24) C[C@H](CO)N1C[C@H](C)[C@@H](CN(C)S(=O)(=O)c2ccc(C#N)cc2)OCc2cn(nn2)CCCC1=O
 : -5, 3, 0.3, 2.0, 0.6, -17, -0.4, -1.0, -1.3, 1.9, -1
(25) Cc1ccccc1NC(=O)c1c(C)nc(SCC(=O)OCc2ccccc2)c(C#N)c1-c1ccc(F)cc1
 : 2, 2, -1.4, -0.8, -1.2, -2, 0.4, -0.4, 0.0, 1.6, -1
(26) COc1ccc(NCC(O)Cn2cnc3c2c(=O)n(C)c(=O)n3C)cc1 (stereo not given)
 : -3, 0, -4.2, 0.5, -1.9, -5, -0.1, -1.5, 2.2, -0.9, -1
(27) O=C(Nc1nc(-c2ccccc2)cs1)c1cccc([N+](=O)[O-])c1C(=O)O
 : 1, -4, -2.3, 0.0, -2.6, 0, 0.8, -1.5, 2.0, -1.2, -3
(28) CCCCN(C)C(=O)c1cn(-c2cccc(OC)c2)c(=O)c2ccccc12
 : -6, -2, -1.6, 0.3, 1.1, -3, -0.2, -1.1, 0.2, -1.6, -1
(29) COc1cccc(Cn2cc(COC(=O)N(C)Cc3ccccc3)nn2)c1
 : -3, -2, ., ., -1.7, 1, -0.8, -1.2, ., -0.9, -2
(30) CCn1ccnc1CN(C)Cc1cn(-c2ccc(C)cc2)nc1-c1cccc(C)c1
 : 4, -31, 0.7, -0.3, -1.7, 11, 0.1, -1.9, -0.3, 0.3, -5

Nos. 19 through 20, reprinted for reference:
The line under a structure holds: ADAM17 inh, NPR1 activator, PG9 binder, DAX1 inh-1, hcDAF12 agonist, ADAM10 inh, DAX1 inh-2, ssDAF12 agonist, GAA850 FXN act, hgDAF-12 ag, SMARCA2 act
(19) CCCCCCCCCS(=O)(=O)Nc1cc(C)ccn1
 : -6, 4, -1.6, 0.6, -0.3, -18, 0.2, -0.9, 3.4, -1.9, 0
(20) CCCn1c2ccc(F)cc2c2nnc(SCCN3CCOCC3)nc21
 : -2, 14, -2.5, -1.3, -2.2, 0, -0.3, -1.3, 4.3, -2.3, 0

Additional structures
The line under a structure holds: ADAM17 inh, NPR1 activator, PG9 binder, DAX1 inh-1, hcDAF12 agonist, ADAM10 inh, DAX1 inh-2, ssDAF12 agonist, GAA850 FXN act, hgDAF-12 ag, SMARCA2 act
(31) O=C(Nc1ccc(-c2csnn2)cc1)C(Cl)(Cl)Cl
 : -3, -7, 1.0, -2.3, -4.0, 3, -0.8, -1.6, 0.3, -2.2, -3
(32) C=CCNC(=O)C1CC1(c1ccc(C)cc1)c1ccc(C)cc1 (stereo not given)
 : 2, -9, -1.0, -0.6, -0.9, -9, 1.3, -1.3, 0.9, -3.4, -2
(33) CCCCN(CC)CCNC(=O)Cn1cnc2sc(C)c(S(=O)(=O)N3CCC(C)CC3)c2c1=O
 : -3, 0, -0.2, 3.1, -1.5, -13, 0.3, -0.9, 0.4, 0.1, 0
(34) COc1ccc(CNC(=O)COc2ccc(F)cc2)cc1
 : 1, 0, -0.3, -0.9, 0.1, -3, -0.2, -1.0, 0.2, -2.1, -1
(35) CN1C2CCC1CC(NC(=O)c1ccc([N+](=O)[O-])cc1)C2 (stereo not given)
 : 3, 3, -0.1, 1.3, -1.1, 3, 0.5, -0.5, -1.0, 1.4, 2
(36) COc1cc(-c2c(C#N)c(N)nc3c2CCCC3)ccc1O
 : -5, -1, -2.4, 0.5, -1.2, -8, -1.3, -1.8, 0.3, -3.5, -3
(37) Cc1ccc(S(=O)(=O)c2cc3ccccc3nc2N)cc1
 : -373, 1, -0.1, 0.3, 0.6, i, -1.7, -0.4, -0.7, 0.9, -5
(38) CC(=O)c1ccc(NC(=S)NNC(=O)c2ccccc2[N+](=O)[O-])cc1
 : 3, -1, -1.7, 2.2, -3.1, 6, -0.6, -1.8, -0.4, 0.3, 5
(39) O=C(CN1C(=O)c2ccccc2S1(=O)=O)Nc1ncc([N+](=O)[O-])s1
 : 0, 0, -0.7, -0.5, -0.7, -9, 0.5, -0.6, 1.4, 2.1, 0
(40) Cc1cc(O)c(/C=N/Nc2ccccc2Cl)c(=O)o1
 : -3, -2, -14, 1.5, 4.8, 0, -0.4, -0.4, 0.7, 1.5, 2
(41) O=C(Cn1cc(C(F)(F)F)cc(Cl)c1=O)Nc1ccc(N2CCOCC2)cc1
 : -6, 0, 0.1, 0.1, -1.4, -2, 0.0, -1.6, -1.5, 2.0, 2
(42) CN(Cc1c(C(=O)N/N=C/c2cc(F)ccc2F)nnn1-c1nonc1N)C1CCCCC1
 : -7, -4, -2.7, -0.3, 1.4, 5, 2.0, -0.8, -0.1, 0.7, 3
(43) COc1ccc(C(=O)NC(=S)Nc2ccc(CN3CCOCC3)cc2)cc1Br
 : 3, 7, -1.4, -0.8, -3.4, -429, -0.3, -0.8, -0.7, 0.1, -3
(44) N#C/C(=C(/O)CCl)c1nc(-c2ccccc2)cs1
 : 4, -6, -3.1, -0.1, 3.7, -7, 1.4, 1.3*, 2.6, 3.1, -1
